Screening data from PubChem.
SENP8 block-1: human SENP8 protease inhibitors, primary screen, biochemical, fluorescence, Nedd8 protein substrate, uHTS; 0.64% of 360,000 active; Sentrin-specific protease 8 (Homo sapiens), Q96LD8; recombinant SENP8; AID 602440, 2012; inhibition, % at 20 µM; in the data active = inhibition mostly above about 40%, no sharp cut-off; inactive = mostly below about 27%
Target sequence (Q96LD8 whole entry, looked up): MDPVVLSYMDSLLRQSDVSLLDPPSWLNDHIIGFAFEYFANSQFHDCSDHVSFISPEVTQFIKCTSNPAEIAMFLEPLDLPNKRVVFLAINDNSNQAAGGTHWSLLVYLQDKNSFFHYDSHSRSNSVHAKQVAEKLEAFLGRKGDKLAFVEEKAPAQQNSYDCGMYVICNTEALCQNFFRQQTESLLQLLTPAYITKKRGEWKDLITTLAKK
SENP6 inh: SENP6 protease inhibitors, primary screen, biochemical, luminescence, uHTS. Sentrin-specific protease 6 (Homo sapiens), Q9GZR1. Recombinant SENP6 catalytic domain, aminoluciferin luminescence. inhibition, % at 10 µM. 1.8% of 330,000 active. AID 2599, 2010;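 active = inhibition above about 50% at the single tested dose, limit read from the data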;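 note: plate controls were DMSO wells with enzyme for no effect and DMSO wells lacking enzyme for full effect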
Target sequence (Q9GZR1 628-1112 limits assumed): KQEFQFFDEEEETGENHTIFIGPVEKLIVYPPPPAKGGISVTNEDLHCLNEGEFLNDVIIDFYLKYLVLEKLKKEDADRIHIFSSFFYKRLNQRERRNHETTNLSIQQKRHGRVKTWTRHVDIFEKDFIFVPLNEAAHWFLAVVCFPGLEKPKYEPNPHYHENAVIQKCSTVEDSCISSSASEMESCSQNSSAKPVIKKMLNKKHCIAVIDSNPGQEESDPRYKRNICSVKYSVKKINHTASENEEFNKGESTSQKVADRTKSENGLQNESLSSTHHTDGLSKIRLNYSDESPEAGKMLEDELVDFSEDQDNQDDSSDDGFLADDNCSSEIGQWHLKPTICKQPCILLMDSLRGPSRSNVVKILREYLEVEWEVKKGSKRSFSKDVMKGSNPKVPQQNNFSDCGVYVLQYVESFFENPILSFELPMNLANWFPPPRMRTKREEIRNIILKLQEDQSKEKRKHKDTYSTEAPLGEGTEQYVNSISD
Apaf-1 inh: inhibitors of human Apaf-1 apoptosome, primary screen, biochemical, DEVD-Rh110 fluorescence, uHTS. Apoptotic protease-activating factor 1 (Homo sapiens), O14727. AID 489030, 2010. reconstituted apoptosome caspase-3 activity. inhibition, % at 20 µM. 0.71% of 330,000 active; active = inhibition of at least 40% at 20 µM;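 note: plate controls were DMSO wells for no effect and DEVD-CHO caspase inhibitor wells for full effect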
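System – cell-free apoptosome with Apaf-1, procaspase-3 and caspase-9 · Buffer or medium – pH 7.5 Hepes buffer with CHAPS, BSA, DTT · Also added – cytochrome c with DEVD-Rh110 · Times – 30 min compound preincubation, 50 min activation, room temperature · Technique – Rh110 fluorescence intensity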
SENP1 inh: human SENP1 catalytic domain inhibitors, primary screen, biochemical, FRET, uHTS | Sentrin-specific protease 1 (Homo sapiens), Q9P0U3 | recombinant SENP1 catalytic domain, CyPet-SUMO1-YPet FRET cleavage | inhibition, % at 10 µM | 0.21% of 360,000 active;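 active = inhibition at least 30% at 10 µM, raw YFP signal under a set limit, fluorescence ratio 0.5 to 1.5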;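 note: 0% = enzyme with DMSO and 100% = no enzyme wells; some results filed as inactive read as strong as hits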
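System: Recombinant human SENP1 catalytic domain, His6-tagged | Incubation: Enzyme reaction for 50 min at room temperature, dark | Medium: Tris pH 8 with BME, BSA, NP40 and catalase | Also added: 25 nM SUMO1 FRET substrate | Compound: 10 µM single point, 0.5% DMSO | Measured by: FRET fluorescence in CFP and YFP emission channels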
HKDC1 inhibitor: HKDC1 hexokinase inhibitors, primary screen, biochemical, fluorescence, uHTS; Q2TB90; recombinant HKDC1, G6PDH/diaphorase resazurin coupled fluorescence; inhibition, % at 20 µM; 0.16% of 340,000 active;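 active = inhibition above about 35% when tested at 20 µM, limit read from the data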;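 note: plate controls were DMSO wells with enzyme for no effect and DMSO wells lacking enzyme for full effect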
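Material – in-house recombinant HK5 (HKDC1) enzyme · Quantity – HKDC1 at 5 µg/mL · Buffer or medium – pH 8.0 Tris buffer with 10 mM MgCl2 · Reagent – glucose with 1 mM ATP · Dosing – single 20 µM dose · Times – reaction time 90 min, room temperature, protected from light · Technique – resorufin fluorescence at 613 nm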
SENP8 block-2: SENP8 protease inhibitors, primary screen, biochemical, luminescence | purified SENP8, Z-RLRGG-aminoluciferin cleavage | inhibition, % at 10 µM | 1.2% of 330,000 active | AID 2540, 2010; in the data active = inhibition above about 50%
PfGluPho inh: PfG6PD enzyme inhibitors, primary screen, biochemical, fluorescence intensity, uHTS; PfGluPho enzyme, NADPH resazurin-diaphorase fluorescence; 0.78% of 350,000 active; glucose-6-phosphate dehydrogenase-6-phosphogluconolactonase (Plasmodium falciparum 3D7); inhibition, % at 20 µM; AID 504690, 2011;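 active = inhibition reaching at least a set limit at 20 µM in the primary screen, cut at about 59% in these data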;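 note: 0% = DMSO wells with substrate and 100% = DMSO wells lacking glucose-6-phosphate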
SENP7 block: SENP7 protease inhibitors, primary screen, biochemical, luminescence, uHTS; recombinant SENP7, Z-RLRGG-aminoluciferin luminescence, 40 min; inhibition, % at 5 µM; AID 434973, 2010; 1.5% of 330,000 active; Sentrin-specific protease 7 (Homo sapiens), Q9BQF6;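 active = inhibition above about 50% at the single test dose, limit read from the data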;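 note: plate controls were DMSO with enzyme for no effect and no enzyme buffer wells for full effect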
Target sequence (Q9BQF6 706-1050 limits assumed): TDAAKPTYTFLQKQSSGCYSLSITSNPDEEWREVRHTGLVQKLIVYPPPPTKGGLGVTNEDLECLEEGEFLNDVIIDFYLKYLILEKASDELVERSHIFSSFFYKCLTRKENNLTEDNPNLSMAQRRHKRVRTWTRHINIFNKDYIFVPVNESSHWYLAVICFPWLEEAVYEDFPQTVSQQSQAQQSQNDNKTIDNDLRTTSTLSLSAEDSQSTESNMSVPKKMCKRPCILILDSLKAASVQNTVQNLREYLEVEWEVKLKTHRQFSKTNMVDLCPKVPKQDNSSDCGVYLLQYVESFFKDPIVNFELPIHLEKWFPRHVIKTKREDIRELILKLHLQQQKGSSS
* marks the source's active call; other numbers are inactive results; x = no result given. These rows are one share of the data (hit frequency here may not be typical).

Values in the order: SENP8 block-1	SENP6 inh	Apaf-1 inh	SENP1 inh	HKDC1 inhibitor	SENP8 block-2	PfGluPho inh	SENP7 block
- CCOC(=O)c1c(NC(NC(=O)CF)C(Cl)(Cl)Cl)sc2c1CCCC2 (stereo unspecified)
  14	0	13	-2	-8	0	44	-10
- O=c1cccc2n1CC1CC2CN(Cc2ccc3c(c2)OCO3)C1 (stereo unspecified)
  -2	-7	-13	0	-1	-5	-13	1
- C#C[C@]1(O)CCC2C3CC=C4C[C@H](O)CC[C@]4(C)C3CC[C@@]21C (stereo partly specified)
  0	x	x	-1	-6	x	11	x
- CSc1ccccc1C(=O)C1CCCN(Cc2ccn[nH]2)C1 (stereo unspecified)
  2	-1	0	-2	3	4	-16	0
- O=c1cccc2n1CC1CC2CN(c2nc(N3CCCCC3)nc(N3CCCCC3)n2)C1 (stereo unspecified)
  5	-3	15	1	-1	0	3	-8
- CN1CCC(OC(=O)C2c3ccccc3Oc3ccccc32)CC1
  22	-10	2	-2	10	1	-14	0
- COc1ccc(OC)c(CNCCc2ccc(OC)c(OC)c2)c1
  -12	9	-11	1	-6	-9	-10	5
- CN1C2CCC1CC(OC(=O)c1ccc([N+](=O)[O-])cc1)C2 (stereo unspecified)
  11	-6	-10	-2	-10	0	-11	-2
- O=C(C1CCC(=O)N1Cc1ccc(F)cc1)N1CCC2(CC1)OCCO2 (stereo unspecified)
  14	-17	2	0	-7	-4	7	2
- CN(C)C(Cc1ccccc1)C(=O)c1ccccc1 (stereo unspecified)
  2	-1	18	-20	-1	1	1	1
- O=c1[nH]c(=S)[nH]c(O)c1N=Nc1cccc(S(=O)(=O)N2CCOCC2)c1
  32	-7	-5	-2	22	1	-10	0
- CC12CCC3C(CCC4CC(=O)OCC43C)C1CCC2O (stereo unspecified)
  15	x	x	2	3	x	8	x
- OC(Cc1ccccc1)(c1ccccc1)C1CN2CCC1CC2 (stereo unspecified)
  24	-23	6	-1	-2	-8	-15	-2
- COC(=O)C1C2c3ccccc3C(c3ccccc32)C1(C)C(=O)OC (stereo unspecified)
  10	x	x	0	2	x	-16	x
- NCCCCCC(=O)OC1N=C(c2ccccc2Cl)c2cc(Br)ccc2NC1=O (stereo unspecified)
  18	-23	0	1	-7	0	3	-8
- CCCCn1c(O)c(C(C)=NCCN2CCCCC2)c(=O)[nH]c1=O
  1	2	6	-29	-8	-6	-3	3
- O=C1CC(N2CCC(n3c(=O)[nH]c4ccccc43)CC2)C(=O)N1Cc1ccccc1 (stereo unspecified)
  8	-8	7	3	3	5	-13	0
- CC(=O)OC1(c2ccccc2)CC(C(C)(C)C)CN(C(C)(C)C)C1 (stereo unspecified)
  17	3	-1	-1	-4	3	1	4
- COc1ccc(C=O)cc1
  5	-13	-3	3	-7	-2	8	4
- Cc1ccccc1N1C(=O)CC(=O)NC1=O
  1	-7	7	-1	-8	-7	10	-5
- Cc1ccsc1C(=O)C1CCCN(Cc2c(C)nn(C(C)C)c2C)C1 (stereo unspecified)
  13	-14	5	4	-2	15	-18	1
- Cn1c(O)c(C=Nc2ccccc2-c2ccccc2)c(=O)n(C)c1=O
  -47	-11	-8	2	4	-5	3	5
- CC(C)Oc1cc(-n2c(=S)[nH]c3ccccc3c2=O)c(Cl)cc1Cl
  -4	-12	9	0	0	-9	-14	12
- COC(=O)C1=C(c2ccc(OC)c(OC)c2)C[C@@H]2CC[C@H]1N2C(=O)N1CCC(C)CC1
  15	14	4	0	-5	4	-6	4
- O=C(NC1CC2CCCC(C1)N2)c1ccccc1 (stereo unspecified)
  -1	-14	-1	-2	-6	11	12	5
- O=c1[nH]c(=S)[nH]c(O)c1N=Nc1ccc(S(=O)(=O)N2CCOCC2)cc1
  35	-14	-10	-3	33	-11	1	0
- CNC(=O)OCCc1nccn1C
  9	11	-18	2	-11	7	3	5
- O=C1CC=C2C3CC4N(CCC45c4cc(O)c(O)cc4N1C25)CC3=CCBr (stereo unspecified)
  59*	x	x	-3	45*	x	126*	x
- Cc1cc(OCC(=O)NC(Cc2ccc(Cl)cc2)C(=O)O)c2c3c(c(=O)oc2c1)CCC3 (stereo unspecified)
  -74	4	2	0	5	-10	-17	-5
- CC1(C)C2CC=C(CN3CCOCC3)C1C2 (stereo unspecified)
  14	-19	6	2	-9	-7	12	-1
- COc1ccc(P2(=O)Nc3ccccc3N2)cc1
  -23	24	49*	38*	6	9	7	5
- O=C(c1cc2cc(F)ccc2[nH]1)N1CCC2(CC1)OCCO2
  -35	3	23	-1	-3	-7	-4	6
- O=C(CSC1c2ccccc2-c2ccccc21)N/N=C/c1ccc(C(=O)O)cc1
  8	13	9	2	-3	8	-11	6
- CN1C(=O)C(=Cc2ccc(SC3CCCCC3)o2)C(=O)N(C)C1=O
  11	3	0	9	0	0	20	10
- O=P(OCC(F)(F)C(F)F)(N1CCOCC1)N1CCOCC1
  19	-8	-2	-2	-5	4	-12	-2
- CC(=O)c1c(C)n(Cc2ccccc2Cl)c2ccc(O)cc12
  -22	-6	4	1	-9	2	-2	-1
- Brc1ccccc1CNCCc1ccc2c(c1)OCO2
  3	15	2	1	-8	-5	15	1
- O=C(COc1ccccc1)N1CCN(CCN2C(=O)c3cccc4cccc(c34)C2=O)CC1
  -11	0	15	1	6	-6	-10	1
- O=c1c2ccccc2nc(/C=C\c2ccccc2[N+](=O)[O-])n1-c1ccccc1O
  22	-9	-15	1	8	4	54	1
- COc1ccc(Br)cc1CNCCc1ccc2c(c1)OCO2
  12	-7	-4	1	-5	-2	3	6
- Cc1cccc(NP(=O)(Oc2ccccc2)Oc2ccccc2)c1C
  7	-7	27	1	6	-7	-1	1
- Cc1ccc(-n2nc(C)c3c2NC(=O)CSC3c2ccc3c(c2)OCO3)cc1 (stereo unspecified)
  -12	-8	-5	-3	-22	-5	5	-3
- O=C1C2CCCC1C(N1CCCC1)CC2 (stereo unspecified)
  14	8	-23	1	-5	8	-6	3
- C=CCN1C(=O)NC(=O)/C(=C/c2ccc(OC)c(COc3ccc(NC(C)=O)cc3)c2)C1=O
  20	-6	-7	2	4	-2	14	-1
- CCN(CC)C(=O)c1ccc(NC(=O)COc2ccccc2F)cc1
  14	8	-18	2	1	-1	-4	19
- CCOc1ccc(-n2c(O)c(C=NCCN(CC)CC)c(=O)[nH]c2=O)cc1
  7	-5	-3	-6	0	1	-18	1
- CC(C)CC1(CCc2ccccc2)C(=O)NC(=O)NC1=O
  13	x	x	0	-2	x	-10	x
- CCN1C(=O)NC(=O)/C(=C\c2cn(CC(=O)N3CCCCC3)c3ccccc23)C1=O
  19	5	-1	-3	1	8	2	-6
- C[N+]1(C)[C@@H]2CC[C@H]1CC(OC(=O)C(c1ccccc1)c1ccccc1)C2 (stereo partly specified)
  14	-10	0	4	0	6	-2	-3
- CN1CCN(c2cc(N3CCNCC3)ccc2[N+](=O)[O-])CC1
  28	-9	5	-1	-5	3	1	7
- O=C(CSC1c2ccccc2-c2ccccc21)N/N=C/c1ccccc1O
  -28	-3	14	-4	-33	-3	-9	16
- C#C[C@]1(O)CC[C@H]2[C@@H]3CCC4=CC(=O)CC[C@]4(C)[C@H]3CC[C@@]21C
  -7	-4	2	-2	-1	-2	2	8
- CN1C(=O)C(=Cc2ccc(N3CCOCC3)o2)C(=O)N(C)C1=S
  38	8	0	66*	-1	3	16	8
- C[C@]12CC[C@H](O)CC1=CCC1C2CC[C@@]2(C)C1C[C@@H](O)[C@@H]2O (stereo partly specified)
  3	7	-9	2	-2	-7	3	8
- CN1C(=O)C(=Cc2ccccc2OCCOc2ccc([N+](=O)[O-])cc2)C(=O)N(C)C1=O
  11	-5	8	4	1	-5	8	-3
- Cc1nc2cc([N+](=O)[O-])ccc2c(=O)n1-c1cccc(Br)c1
  4	-2	-7	2	2	8	5	2
- Cn1cc(C(=O)N2CCCCC2)c2ccccc21
  5	-25	8	1	-1	-5	-14	-1
- c1cc2c(cc1N1CCCCC1)C1CC2CCN1 (stereo unspecified)
  3	x	x	-1	-1	x	-13	x
- CC(C)(C)c1ccc(O)c(N=Cc2c(O)ccc3ccccc23)c1
  15	23	21	-26	22	7	25	10
- Cc1ccccc1-n1c(O)c(C=Nc2ccc3c(c2)OCO3)c(=O)[nH]c1=O
  -81	14	-13	-13	1	3	8	1

Brought forward from above: 3 entries, then new ones.
Values in the order: SENP8 block-1	SENP6 inh	Apaf-1 inh	SENP1 inh	HKDC1 inhibitor	SENP8 block-2	PfGluPho inh	SENP7 block
- c1cc2c(cc1N1CCCCC1)C1CC2CCN1 (stereo unspecified)
  3	x	x	-1	-1	x	-13	x
- CC(C)(C)c1ccc(O)c(N=Cc2c(O)ccc3ccccc23)c1
  15	23	21	-26	22	7	25	10
- Cc1ccccc1-n1c(O)c(C=Nc2ccc3c(c2)OCO3)c(=O)[nH]c1=O
  -81	14	-13	-13	1	3	8	1
- C[C@]12CCC3C(CCC4=C/C(=N/OCC(=O)NC(CCC(N)=O)C(=O)O)CC[C@@]43C)C1CCC2O (stereo partly specified)
  14	-24	2	3	-5	-3	1	-6
- CCOc1ccc(C2CC(c3c(O)n(C)c(=O)n(C)c3=O)=NN2)cc1 (stereo unspecified)
  -3	40	2	-8	-2	20	-4	29
- CCOC(=O)c1c(C)n(Cc2ccccc2)c2ccc(OCC(O)CN3C(=O)CNC3=O)cc12 (stereo unspecified)
  7	-7	5	1	-3	-3	4	0
- COc1cccc(-c2cc(C(F)(F)F)n3nc(C(=O)N4CCC5(CC4)OCCO5)cc3n2)c1
  -217	-37	7	-4	-7	2	2	5
- C[C@@H]1CCC2[C@@H](C)C(=O)O[C@@H]3OC4(C)CCC1[C@@]23OO4 (stereo partly specified)
  x	-11	13	x	-2	-17	-7	-8
- COc1ccc2[nH]cc(C(=O)CN(C)C)c2c1
  29	1	1	-1	-5	-1	10	-2
- CN1CCN(c2ccc(C(N)=O)cc2N)CC1
  -376	-8	-9	0	-1	3	13	-1
- CCOP(=O)(OCC)C(O)c1cccc([N+](=O)[O-])c1 (stereo unspecified)
  2	-13	-2	0	1	-6	-11	1
- CC(=O)O[C@@H]1[C@H]2CC[C@@H]3[C@]1(C[C@@H](OC(C)=O)[C@@]1(O)C([C@@H]4O[C@@H]4C1(C)C)[C@]3(C)O)C[C@@]2(C)O (stereo partly specified)
  16	-5	-3	1	-9	0	1	1
- Cc1cc(/C=C2/C(=O)NC(=O)N(Cc3ccco3)C2=O)c(C)n1-c1ccccc1O
  24	-8	13	-17	10	-10	25	5
- O=C1CC(=O)N(c2ccc3c(c2)OCO3)C(=O)N1
  3	-14	-3	-6	1	-7	4	3
